Source: PubChem (School of Medicine, Boston University)
PL synth Enamine – blocks phospholipid synthesis in CHO cells, Enamine compounds; ZR-82 CHO cells, pyrene fatty acid UV survival, CellTiter Blue; peroxisome-deficient CHO-K1 mutant line; plus DGAT-1, DGAT-2 and ACAT inhibitors; calls only at 10 µM; hit rate 0.4% among 20,000;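 active means cell survival signal 2 SD away from solvent-only control wells, confirmed on one or two retests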;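 further: 3 h compound exposure then viability read about one day after UV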
Calls only; i = inactive; + = active, no number. An excerpt; rates above refer to the full screens.

SMILES	PL synth Enamine
CCN=c1scc(-c2ccc(Br)s2)n1/N=C/C1CCCCC1	i
COc1ccc(Nc2ccc(S(=O)(=O)C(F)(F)F)cc2[N+](=O)[O-])c(OC)c1	i
CC1=Nc2c(c(C)nn2-c2ccccc2)C(C(F)(F)F)(C(F)(F)F)O1	i
CN1/C(=C/C=C2C(=O)NC(=O)NC2=O)Sc2ccccc21	i
O=C(CSc1nnc(-c2ccco2)o1)N1CCN(C(=O)c2cccs2)CC1	i
CCOC(=O)Cc1nn[nH]n1	i
Fc1ccccc1C1=Nn2c(nnc2-c2ccccc2Cl)SC1	i
CC(=O)N(/C=C/C(=O)C(F)(F)F)c1ccnn1C1CCCCC1	i
COc1cc(-c2csc(=NCc3ccccc3)n2N=C2CCCC2)cc(OC)c1OC	i
Cn1c(SCc2cc(=O)oc3cc(O)c(Cl)cc23)nnc1C(F)(F)F	i
Brc1ccc(NC2=NCCCCC2)cc1	i
CCOC(=O)c1c(C)[nH]c(-c2csc(N3CCCC3)n2)c1C	i
CC1Oc2ccccc2C2CC(c3ccc(-c4ccccc4)cc3)=NN12 (stereo not drawn)	i
O=C(CCc1nc2ccccc2c(=O)[nH]1)OCc1cc(=O)n2cc(Br)ccc2n1	i
CNC(=S)N1CCN(c2ccccn2)CC1	i
O=c1ccc(Br)cn1Cc1nc2ccccc2c2ccccc12	i
Cc1c(N=C2C=CC(=O)c3ccccc32)c(=O)n(-c2ccccc2)n1C	i
c1ccc2c(c1)sc1nnc(SCc3cn4ccccc4n3)n12	i
CCC(C)NC(=O)CSc1nc(C)nc2sc3c(c12)CCC3 (stereo not drawn)	i
Nc1cccc2ncccc12	i
Fc1ccc(Oc2ncnc3sccc23)cc1Cl	i
Cc1nc(N2CCCCC2)c2c3c(sc2n1)CC(C)CC3 (stereo not drawn)	i
Cc1nc2ccc(I)cn2c1/C=N/Nc1ccc(Cl)cc1	i
Cc1nn(CC(=O)c2c(N)n(CC(C)C)c(=O)n(C)c2=O)c(C)c1[N+](=O)[O-]	i
O=P1(c2ccccc2)C=Cn2c1cc1c2CCCC1 (stereo not drawn)	i
CCCCOC1(c2ccc(C)cc2)NC(=S)NN=C1c1ccc(C)cc1 (stereo not drawn)	i
COc1ccccc1N[P+](Nc1ccccc1OC)(Nc1ccccc1OC)Nc1ccccc1OC	i
O=C(CSc1nnc(C2CC2)o1)c1ccc[nH]1	i
OC1(c2ccccc2)Cc2cccc[n+]2C1c1ccccc1 (stereo not drawn)	i
Cc1sc2nc(CN3CCCC3)nc(NC3CCCC3)c2c1C	i
CCCCCCC1(C)NC(=O)N(CC(=O)c2c(C)[nH]c(C)c2C(=O)OCC)C1=O (stereo not drawn)	i
O=[N+]([O-])c1ccccc1NNC(=S)NC1CC2CCC1C2 (stereo not drawn)	i
CCc1cc2c(=O)n(Cc3cc(C)on3)cnc2s1	i
S=c1[nH]nc(CSc2nc3ccccc3[nH]2)n1-c1ccccc1	i
O=c1cc(CSc2nnc3n2CCCCC3)c2c(ccc3ccccc32)o1	i
NC1=C(c2ccccn2)C(=O)CS1	i
CC1CCc2c(sc3ncn(-n4cccc4)c(=O)c23)C1 (stereo not drawn)	i
Cc1cc(C)n(-c2nncn2/N=C/c2ccc(N3CCCCC3)s2)n1	i
Cc1nc(SCC(=O)c2c(N)n(C3CC3)c(=O)[nH]c2=O)[nH]c(=O)c1CCO	i
O=[N+]([O-])c1ncccc1OCCOc1ccc(Br)cc1	i

Two entries from above, with each value named:
CC1CCc2c(sc3ncn(-n4cccc4)c(=O)c23)C1 (stereo not drawn)
- PL synth Enamine: i

Cc1cc(C)n(-c2nncn2/N=C/c2ccc(N3CCCCC3)s2)n1
- PL synth Enamine: i

(listing goes on)
SMILES	PL synth Enamine
CC1(C)C2CC=C(/C=N/Nc3nc4ccccc4s3)C1C2 (stereo not drawn)	i
O=C(O)CN1CCCC1=O	i
S=C1NC2=C(CCC/C2=C/c2ccccc2)C(c2ccccc2)N1 (stereo not drawn)	i
CC1CC(Sc2nnc(Cc3cccs3)n2C2CCCCC2)C(=O)O1 (stereo not drawn)	i
S=c1nc(COc2ccc(Br)cc2)[nH][nH]1	i
Cc1ccc(-n2c(C)c3c(c2C)P(=Nc2cc([N+](=O)[O-])ccc2C)(N2CCOCC2)N(c2ccccc2)N=C3)cc1 (stereo not drawn)	i
COCCN/C(C)=C/C(=O)C(F)(F)F	i
CCOC(=O)c1[nH]c(CSC(=NC)NC)c(C(=O)OCC)c1C	i
Cc1nc(-c2cc(C(=O)O)n(C)c2)cs1	i
O=[N+]([O-])c1ccc(Cl)c(S(=O)(=O)Nc2nc3ccc(Cl)cc3s2)c1	i
O=C(COC(=O)c1cc[n+]([O-])cc1)c1ccc2[nH]c(=O)[nH]c2c1	i
Cc1cc(-c2nnc(CSc3nnc(Cc4cccs4)n3C3CCCCC3)o2)c(C)o1	i
CCCCN1CN(CCc2c(C)cc(C(C)(C)C)cc2C)Cn2c1nc1ccccc12	i
O=[N+]([O-])c1ccc(CO/N=C/c2ccc(OC(F)F)cc2)cc1	i
CNS(=O)(=O)c1ccc(CN)s1	i
Cn1c(=O)c2c(ncn2CC(=O)NC(=O)NC2CCCCC2)n(C)c1=O	i
CC1CC2(C)Oc3ccccc3C3OCC1(CO)C(C)C32 (stereo not drawn)	i
NC(=O)c1ccsc1NC(=O)CCC(=O)O	i
CCCCN(C(=O)c1c(C)noc1C)c1c(N)n(CCC)c(=O)[nH]c1=O	i
O=C(CSc1ncnc2sc3c(c12)CCCC3)N1CCOCC1	i

Compounds shown so far that have fluorine:
SMILES	PL synth Enamine
COc1ccc(Nc2ccc(S(=O)(=O)C(F)(F)F)cc2[N+](=O)[O-])c(OC)c1	i
CC1=Nc2c(c(C)nn2-c2ccccc2)C(C(F)(F)F)(C(F)(F)F)O1	i
Fc1ccccc1C1=Nn2c(nnc2-c2ccccc2Cl)SC1	i
CC(=O)N(/C=C/C(=O)C(F)(F)F)c1ccnn1C1CCCCC1	i
Cn1c(SCc2cc(=O)oc3cc(O)c(Cl)cc23)nnc1C(F)(F)F	i
Fc1ccc(Oc2ncnc3sccc23)cc1Cl	i
COCCN/C(C)=C/C(=O)C(F)(F)F	i
O=[N+]([O-])c1ccc(CO/N=C/c2ccc(OC(F)F)cc2)cc1	i

Carrying on:
SMILES	PL synth Enamine
CCCCN(CC)C(=O)c1cc2c(=O)n3cccc(C)c3nc2s1	i
O=c1[nH]c(O)c(C=NCCSCc2cccs2)c(=O)[nH]1	i
C=CCN=C1NN=C(c2ccc(OC)cc2)C(c2ccc(OC)cc2)S1 (stereo not drawn)	i
O=C(N=C1N=C2C=CC(Cl)=CN2Cc2ccccc21)C1CC1	i
CS(=O)(=O)c1ccc(NCC2CCCO2)c([N+](=O)[O-])c1 (stereo not drawn)	i
CC(NC(=O)NC1CCCCC1)C1CC2CCC1C2 (stereo not drawn)	i
Fc1ccc(Sc2ncnc3sc4c(c23)CCC4)cc1	i
O=C(C(=O)c1cccs1)c1cccs1	i
FC(F)(F)c1cc(-c2ccco2)nc2c1cnn2Cc1cccnc1	i
Cc1cc(=O)n2nc(CSc3nnc(-c4cccs4)n3C3CC3)sc2n1	i
O=C(NC(=S)Nc1nc2c(s1)CCCC2)C1CCCCC1	i
COC(=O)c1sc(N)nc1C	i
C/C(=N\NC(=S)NC(C)C)c1ccc(C(C)(C)C)cc1	i
CC(C)(C)c1ccc(-c2nnc3n2N=C(c2ccccc2)CS3)cc1	i
Clc1cc(Cl)cc(Nc2ncnc3sccc23)c1	i
Cn1cccc1C=C(c1nc2ccccc2s1)c1nc2ccccc2s1	+
O=C(N=Nc1c(O)[nH]c2ccc(Br)cc12)C1COc2ccccc2O1 (stereo not drawn)	i
O=C(O)CC(C(=O)O)C1SC(=O)NC1=O (stereo not drawn)	i
CCCn1c(O)c(C=NCC(C)(C)N2CCOCC2)c(=O)[nH]c1=S	i
CC(C)NC(=O)NC(=O)Cn1cc(C(F)(F)F)cc(Cl)c1=O	i
Cc1nn(C)c(C)c1S(=O)(=O)N1CCCCCC1c1cccn1C (stereo not drawn)	i
CC1=C(C(=O)OC(C)C)C(c2sccc2C)NC(=O)N1 (stereo not drawn)	i
Fc1ccc(C2=Nn3c(Cc4cccc5ccccc45)nnc3SC2)cc1F	i
O=S(=O)(c1cccc(Br)c1)N1CCc2ccccc21	i
COc1cc2c(cc1OC)/C(=C/Sc1nc3ccccc3o1)NCC2	i
COC(=O)/C=C1\Nc2cc(Cl)ccc2OC1=O	i
O=C(C1Cc2cc(Cl)ccc2O1)N1CCN(C2CCS(=O)(=O)C2)CC1 (stereo not drawn)	i
Cc1sc2ncnc(Sc3ncnc4sccc34)c2c1C	i
CCN(CC)S(=O)(=O)c1cc([N+](=O)[O-])ccc1N/N=C(\C)C(C)C	i
Fc1ccc(/C=N/Nc2ccc3ccccc3n2)c(F)c1	i
O=C1OCC(CO)(CO)N=C1NNc1ccc([N+](=O)[O-])cc1	i
Cc1ccn2c(=O)cc(CSc3nnc(-c4cccs4)n3C3CC3)nc2c1	i
O=[N+]([O-])c1cc(S(=O)(=O)N2CCOCC2)ccc1N/N=C1/CCCCC1C1CCCCC1 (stereo not drawn)	i
CN(C)/C=N/n1cnc2ccccc2c1=O	i
CN1CCN(C(c2ccc(F)cc2)c2ccc3cccnc3c2O)CC1 (stereo not drawn)	i
c1ccc2sc(CSc3nnc(NC4CC4)s3)nc2c1	i
NC(=O)CSc1ncnc2sccc12	i
O=S(=O)(c1ccc(Cl)s1)N1CCC(c2nc3ccccc3o2)CC1	i
O=C1N=c2ccc(Br)cc2=C1c1sc(NS(=O)(=O)Cc2ccccc2)nc1O	i
O=C1NC(=O)/C(=C\c2cccs2)S1	i
Cc1[nH]c2ccccc2c1C=C(c1nc2ccccc2s1)c1nc2ccccc2s1	i
O=C(NC1CCS(=O)(=O)C1)c1cc(=O)c2ccccc2o1 (stereo not drawn)	i
O=S(=O)(C1=Cc2ccccc2CC1)N1CCCC1c1ccc2c(c1)OCCO2 (stereo not drawn)	i
C1=CC(c2ccc(/C=N/Nc3ccccn3)s2)CC1 (stereo not drawn)	i
Cn1nnnc1Sc1nc(CN2CCOCC2)nc2scc(-c3cccs3)c12	i
O=c1c2ccccc2nc(SCCCn2c(=O)[nH]c3ccccc32)n1CC1CCCO1 (stereo not drawn)	i
O=C(Cn1cnc2sccc2c1=O)N1N=C2/C(=C/c3ccco3)CCCC2C1c1ccco1 (stereo not drawn)	i
Nc1cc(S(=O)(=O)N2CCCC2)ccc1Cl	i
COc1cccc(-n2cn[nH]c2=S)c1	i
CCn1c(SC(C)c2nc3sc(C)c(C)c3c(=O)[nH]2)nnc1-c1cccs1 (stereo not drawn)	i
O=[N+]([O-])c1ccc(NN=C2C3CC4CC(C3)CC2C4)c(S(=O)(=O)Nc2ccc(Cl)cc2)c1	i
O=C1Nc2ccccc2/C1=N\N=C\c1ccc2c(c1)OCO2	i
O=S(=O)(NC(=S)NC1CCCCC1)c1cccs1	i
C[n+]1ccccc1N1CCN(C(c2ccccc2)c2ccccc2)CC1	i
C=CCN1C(=O)C(=O)N(CC2CCCCC2)C1=O	i
CC(C)n1nnnc1SCC(=O)c1c(N)n(C2CC2)c(=O)[nH]c1=O	i
Nc1cc(N)nc(SCc2cc(=O)n3ccsc3n2)n1	i
COc1ccc(OCc2nc3ccccc3c3ccccc23)c([N+](=O)[O-])c1	i
COc1cccc(C2NS(=O)(=O)N=C3CCCCCN32)c1OC(F)F (stereo not drawn)	i
O=C(COC(=O)CNC(=O)c1ccco1)NCCN1C(=O)CSC1=O	i

The listing continues:
SMILES	PL synth Enamine
O=S(=O)(c1ccc(Br)cc1)N1CCCC(C(F)(F)F)C1 (stereo not drawn)	i
CCCCCCCCn1c(C)c(Br)c(=O)[nH]c1=O	i
O=S(=O)(OCc1nc2ccccc2s1)c1ccc(Cl)cc1	i
O=C(O)/C=C/c1cc(F)cc2c1OCOC2	i
CCOC(=O)Cc1n[nH]c(=S)n1C1CCCC1	i
CCOC(=O)c1c(NC(=O)COC(=O)C2(C)CC2(Cl)Cl)sc(C)c1C (stereo not drawn)	i
Cn1c(=O)c2nc(N=Nc3c(O)[nH]c4ccccc34)cnc2n(C)c1=O	i
O=S(=O)(Nc1ccccc1Cl)c1ccc2oc(=S)[nH]c2c1	i
CCCCN(C(=O)CN1CCN(C(=O)OCC)CC1)c1c(N)n(CC(C)C)c(=O)[nH]c1=O	i
O=C(OCc1cc(=O)n2cc(Br)ccc2n1)c1ccc([N+](=O)[O-])o1	i
CCc1ccc(-n2cc(-c3ccc(F)cc3)[n+]3c2SCCC3)cc1	i
O=C1Cc2cc(S(=O)(=O)N3CCNCC3)ccc2N1	i
O=C(O)CCCN1C(=O)C2C3CC(C2C1=O)C1C(c2ccc(F)cc2)c2sc(=O)[nH]c2SC31 (stereo not drawn)	i
CNCc1nccn1C	i
Cc1ccc(S(=O)(=O)Nc2nc3ccccc3nc2-n2cnc3ccccc32)cc1	i
O=C(N=C1N=C2C=CC(I)=CN2Cc2ccccc21)C(F)(F)F	i
Cn1nnnc1SCC(=O)N1N=C(c2cccs2)CC1c1cccs1 (stereo not drawn)	i
Clc1ccc(C[P+](c2ccccc2)(c2ccccc2)c2ccccc2)c(Cl)c1	i
c1ccc(-c2ccc(-c3cn4c(n3)sc3ccccc34)cc2)cc1	i
Cn1c(N)c(C(=O)CSc2nccc(=O)[nH]2)c(=O)n(C)c1=O	i
O=C(CC12CC3CC(CC(C3)C1)C2)NNC(=O)C12CC3CC(CC(C3)C1)C2	i
O=C(NC(=S)NC1CCCCCCC1)c1ccco1	i
Cl/C(=C\c1ccc(Br)cc1)c1ncc(-c2ccccc2)o1	i
